Screens (PubChem)
hDAT+cocaine: human DAT dopamine uptake with cocaine, either direction; Q01959; LLC-PK1 hDAT cells, [14C]-dopamine uptake with cocaine IC80; actives deviate in either direction; B-score at 10 µM; hit rate 1.3% among 110,000;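 active means Z score or B-score, a plate-position-corrected score, falls beyond the plate's 99.7% confidence bounds, in either direction; inactive means both scores lie inside the 99.7% bounds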;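 further: scored against the spread of the other compound wells on the same plate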
Target sequence (Q01959 whole entry, looked up): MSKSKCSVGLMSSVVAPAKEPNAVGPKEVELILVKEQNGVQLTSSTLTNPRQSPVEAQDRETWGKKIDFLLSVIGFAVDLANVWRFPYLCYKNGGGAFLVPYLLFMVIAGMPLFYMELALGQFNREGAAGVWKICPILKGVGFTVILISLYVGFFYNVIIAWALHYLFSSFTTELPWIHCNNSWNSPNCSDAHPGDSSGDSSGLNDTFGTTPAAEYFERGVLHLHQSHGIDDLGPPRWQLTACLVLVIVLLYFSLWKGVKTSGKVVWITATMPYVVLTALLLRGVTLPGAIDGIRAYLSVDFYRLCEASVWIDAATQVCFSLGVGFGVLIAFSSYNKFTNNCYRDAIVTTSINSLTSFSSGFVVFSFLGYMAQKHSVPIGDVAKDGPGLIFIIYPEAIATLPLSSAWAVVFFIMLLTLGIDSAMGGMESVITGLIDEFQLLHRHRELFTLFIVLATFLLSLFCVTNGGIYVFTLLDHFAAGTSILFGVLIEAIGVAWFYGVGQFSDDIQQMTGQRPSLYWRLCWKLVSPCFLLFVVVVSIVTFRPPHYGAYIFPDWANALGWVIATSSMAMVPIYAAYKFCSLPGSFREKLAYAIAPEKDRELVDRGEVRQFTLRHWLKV
* hit, by the source's call.

SMILES	hDAT+cocaine
COc1c2ccoc2c(OCC=C(C)C)c2oc(=O)ccc12	-0.32
CN1CCN(C(=O)C2=C[C@H](c3ccc(C(F)(F)F)cc3)C[C@H](OCCCCO)O2)CC1	0.82
CC1(C)C[C@H](O)[C@@]23C[C@@H](OC2=O)[C@]2(C)C(=CCC4[C@@]5(C)CC[C@H](O)C(C)(C)C5CC[C@]42C)[C@@H]3C1 (some centres undefined)	-0.55
COCCNC(=O)c1ccc2c3n(nc2c1)-c1ccc(C)cc1CO3	1.6
CC(C)=CCc1c(O)cc(O)c2c(=O)c(O[C@@H]3O[C@@H](C)[C@H](O)[C@@H](O)[C@H]3O)c(-c3ccc(O)cc3)oc12	3
O=C(Nc1ccccc1)[C@@H]1CC=C[C@@H]2CCN(Cc3ccccc3)C(=O)[C@@H]21	-0.13
CC(C)CC(=O)c1c[nH]c(C(=O)NCCCN2CCOCC2)c1	-0.09
Cc1ccc(-c2ccc(C(=O)Nc3cccc(F)c3)o2)c2ccccc12	0.57
CCCCCC[C@@H]([C@@H](C)O)n1cnc2c(N)ncnc21	0.55
COc1ccc(C2/C=C\CN(Cc3ccco3)CC(=O)N2Cc2ccc(F)cc2)cc1 (centres undefined)	-0.0026
COc1ccc(/C=C/C(=O)c2ccc(OC)cc2OC)cc1	1.9
COC(=O)c1ccc(-c2ccc(OC)c([C@H]3[C@H]4C=CC[C@@H](C)[C@@H]4C(=O)N3Cc3ccccc3)c2)cc1	-0.033
Cc1ccc2cccnc2c1NC(=S)NC(=O)c1ccccc1	1.7
Cn1nc(-c2ccccc2)c(C(O)c2ccc(Cl)cc2)c1Cl (centres undefined)	0.49
COc1cc(CCN2C(=O)N[C@@H](CCc3ccccc3)C(C(C)=O)=C2C)cc(OC)c1OC	0.73

2 compounds picked at random from the list so far:
SMILES	hDAT+cocaine
COC(=O)c1ccc(-c2ccc(OC)c([C@H]3[C@H]4C=CC[C@@H](C)[C@@H]4C(=O)N3Cc3ccccc3)c2)cc1	-0.033
CC(C)=CCc1c(O)cc(O)c2c(=O)c(O[C@@H]3O[C@@H](C)[C@H](O)[C@@H](O)[C@H]3O)c(-c3ccc(O)cc3)oc12	3

Continued.
SMILES	hDAT+cocaine
CCC(=O)Nc1cccc(C2=NOC3(C2)C[C@@H](C(N)=O)N(C(=O)C2(C)CC2)C3)c1 (some centres undefined)	0.49
COc1ccc(-c2nc(CSCC(=O)NCc3ccc4c(c3)OCO4)c(C)o2)cc1OC	-1.3
CC(C)(C)c1nc2c(s1)CCc1onc(-c3ccc(Br)cc3)c1-2	0.0095
NC1=NC[C@H](Cc2ccccc2)N1CCCCC1CCCCC1	-3*
Cc1ccc(CNC(=O)C(=O)NCC2OCCN2S(=O)(=O)c2ccc3c(c2)OCCO3)cc1 (centres undefined)	0.29
C/C=C/C(=O)N1CC2(CC(c3cccc(NC(=O)COc4ccc(Cl)cc4)c3)=NO2)C[C@@H]1C(N)=O (some centres undefined)	-0.26
CCCCCCNC(=O)c1cccc(-c2ccc(C)c3ccccc23)n1	0.3
Cc1cccc(-n2ncc3c(N(C)C4CCCCC4)ncnc32)c1	-1.4
COC(C[C@H]1O[C@H]1[C@H](O)COCc1ccccc1)OC	0.28
COc1ccc(C[C@H]2CN3C(=NC[C@@H]3C)N2CCNC(=O)CCC2CCCCC2)cc1	-0.065
CC(=O)SCC[N+](C)(C)C	-0.22
Cc1ccc2c(c1)COc1c3ccc(C(=O)N[C@@H](CO)C(C)C)cc3nn1-2	-0.11
CN1CCN(c2ccc(C(CC(N)=O)NC(=O)Cc3ccc(Br)cc3)cc2[N+](=O)[O-])CC1 (centres undefined)	-1.6
COC(=O)[C@H]1[C@@H](C)N(Cc2ccccc2)C(=O)N[C@H]1c1ccccc1	-0.13
C=C1CCN([C@@H](C)C(=O)NCCCCCC)S(=O)(=O)c2ccccc21	-0.25
C#CCOCCOCCOCCNc1nc(N2CCN(C(=O)[C@H](Cc3ccc(O)cc3)n3cc([C@@H](N)C(C)CC)nn3)CC2)nc(N2CCN(C(=O)[C@H](CCCCN)n3cc([C@@H](N)CO)nn3)CC2)n1 (some centres undefined)	0.15
CCCNC(=O)c1ccc2c(=O)c(O)c(-c3ccsc3)[nH]c2c1	0.43
COc1ccc(-c2ccc3sc4ccccc4c(=O)c3c2)cn1	0.014
CN1CCN(C(=O)C2=C[C@H](C3CC3)C[C@H](OCc3ccc(CO)cc3)O2)CC1	-0.1
C#CCNC(=O)C1=C[C@H](c2ccc(Br)cc2)C[C@H](OCc2ccc(CO)cc2)O1	0.21
CCCCc1cn([C@@H](CCCCN)C(=O)N2CCNCC2)nn1	0.65
NS(=O)(=O)c1cc(C2(O)NC(=O)c3ccccc32)ccc1Cl (centres undefined)	-0.13
COC(=O)C(C)N1CCC(=O)c2ccccc2S1(=O)=O (centres undefined)	-0.53
O=C(O)C1CCCN(CCC=C(c2ccccc2)c2ccccc2)C1 (centres undefined)	0.079
COC(=O)N[C@H](c1ccccc1)[C@@]1(C)C[C@@H]1[C@@H](C)C(=O)Nc1ccc2ccccc2c1	-0.014
COc1ccc(C2C=C(c3ccc(Br)s3)Nc3ncnn32)cc1OC (centres undefined)	-0.052
CC(C)(C)OC(=O)NCCCC1=CC2=CC(=O)C(C)(OC(=O)C3CCCC3)C(=O)C2=CO1 (centres undefined)	0.38
COc1ccc(OC)c(Nc2cc3ccccc3c(=O)[nH]2)c1	0.0092
CCN1CCN(Cc2ccc(NC(=O)c3ccc(C)c(NC(=O)c4ccnnc4)c3)cc2C(F)(F)F)CC1	-0.22
N#Cc1cccnc1N1CCN(C(=O)c2ccc3c(c2)S(=O)(=O)c2ccccc2C3=O)CC1	-0.025

No new results follow: entries from further up.
SMILES	hDAT+cocaine
CCCCc1cn([C@@H](CCCCN)C(=O)N2CCNCC2)nn1	0.65
NS(=O)(=O)c1cc(C2(O)NC(=O)c3ccccc32)ccc1Cl (centres undefined)	-0.13
COC(=O)C(C)N1CCC(=O)c2ccccc2S1(=O)=O (centres undefined)	-0.53
O=C(O)C1CCCN(CCC=C(c2ccccc2)c2ccccc2)C1 (centres undefined)	0.079
COC(=O)N[C@H](c1ccccc1)[C@@]1(C)C[C@@H]1[C@@H](C)C(=O)Nc1ccc2ccccc2c1	-0.014

New compounds follow.
SMILES	hDAT+cocaine
CCOC(=O)[C@@H]1[C@H]2COc3ccccc3[C@@H]2N2C(=O)N(c3cccc(F)c3)C(=O)[C@]12C	0.19
CC(C)[C@@H]1NC(=O)c2cc([N+](=O)[O-])cc(I)c2NCCC[C@@H](C(N)=O)NC(=O)[C@H](CO)NC1=O	0.43
COC(=O)[C@@H](NC(=O)O[C@H]1C(=O)c2ccc(OC)cc2O[C@@H]1c1ccc2c(c1)OCO2)C(C)C	-0.1
CCO[C@@H]1OC(C(=O)NCc2ccccc2)=C[C@H](c2ccc(C(F)(F)F)cc2)[C@H]1CCCO	0.78
COc1ccc(-c2cc(=O)c3cc(OC)c(OC)cc3[nH]2)cc1	-0.6
CC(C)(C)N1OC2CC1c1nc3ccccc3n1C2 (centres undefined)	-0.2
O=C1CC2(CCCCC2)Oc2ccc(Cl)cc21	-0.045
CC(C)(O)c1ccc2c(c1)CCC1C(C)(C(=O)O)CCCC21C (centres undefined)	-0.0059
COc1ccc(CCNc2ccc(C(CC(N)=O)NC(=O)c3ccccc3)cc2[N+](=O)[O-])cc1 (centres undefined)	0.18
O=C(CSc1nc2ncccc2[nH]1)NCCc1ccccc1	0.2
Cn1c(N)c(C(=O)Nc2ccccc2)c(=O)[nH]c1=O	0.096
COc1ccc2cc3[n+](cc2c1OC)CCc1cc2c(cc1-3)OCO2	-1.7
CCCCCCCCCCCCN1[C@@H](CC(C)=O)c2cc(C(F)(F)F)ccc2S1(=O)=O	-0.42
CC(C)CNC(=O)C1Nc2ccccc2C2C=CCC12 (centres undefined)	0.61
CCN(CC)CCC(c1ccc(N(C)C)cc1)c1c(O)cc(OC)cc1OC (centres undefined)	-0.58
C=C(C)C(=O)N1CC2(CC(c3cccc(NC(=O)/C(C)=C\C)c3)=NO2)C[C@H]1C(N)=O (some centres undefined)	0.066
NCCCC[C@H]1CNC(=O)C(=O)N1CCCCC1CCCCC1	-0.68
CC(C)c1cc(-c2cc(C(=O)Nc3ccccc3)on2)nc(NC2CCCC2)n1	0.39
CCO[C@H]1OC(C(=O)NC2CC2)=C[C@@H](c2coc3ccccc3c2=O)[C@@H]1CCCO	-0.74
CC[C@@H]1[C@H]2CCCC(=O)N3CC[C@@H](C[C@H]1O)[C@@H]23	0.11
O=C(NCCc1ccccc1)c1ccc(-c2ccccc2Cl)o1	1.3
N[C@@H](CO)c1nnc([C@H](CC(=O)O)NC(=O)C2CCNCC2)o1	-0.69
CCn1cc(SCC(=O)NCC2CCCO2)c2ccccc21 (centres undefined)	0.085
NCCCC[C@H]1CNC(=O)C(=O)N1CCc1cc(C(F)(F)F)cc(C(F)(F)F)c1	-1.2
COc1ccc(-c2ccc3oc(-c4ccc(OC)cc4)c(C#CCO)c3c2)cc1	-2
COc1cc(O)c2c(=O)cc(-c3ccccc3)oc2c1	-0.55
COc1cccc(N2[C@@H](CC(=O)O)c3ccccc3S2(=O)=O)c1	-0.75
O=C(NCc1ccccc1)C1(C(F)(F)F)C/C(=C\CCO)CCCO1 (centres undefined)	-0.61
COc1cc(=O)n(C)c2c(OCC3OC(C)(C)OC3(C)C)cccc12 (centres undefined)	1.8
CSc1ncc(CNc2cc([N+](=O)[O-])ccc2C)c(N)n1	0.14
NC(=Nc1ccccc1)NC(=O)c1nc(Cl)c(N)nc1N	-0.11
C#CCOCCOCCOCCNc1nc(N2CCN(C(=O)C([C@@H](C)CC)n3cc(C(N)COC(=O)C(F)(F)F)nn3)CC2)nc(N2CCN(C(=O)[C@H](Cc3ccc(O)cc3)n3cc(C(N)[C@H](C)CC)nn3)CC2)n1 (some centres undefined)	-0.94
FC(F)(F)c1cc(CCN2C(=S)NC[C@@H]2Cc2ccccc2)cc(C(F)(F)F)c1	-0.068
NC(=O)[C@@H]1CCCNc2c(F)cc([N+](=O)[O-])cc2C(=O)N[C@@H](CCC(=O)O)C(=O)N[C@@H](CO)C(=O)N1	-0.26
C=CC1CN(CC(=O)OC)S(=O)(=O)c2ccccc21 (centres undefined)	-0.19
CN1CCN(C(=O)C2=C[C@H](c3csc4ccccc34)C[C@H](OCCCCO)O2)CC1	1.5
CC(O)[C@H]1CNC(=O)C(=O)N1CCC12CC3CC(CC(C3)C1)C2 (some centres undefined)	-0.45
COc1cc(CC2COC(c3ccc(O)c(OC)c3)C2COC(C)=O)ccc1O (centres undefined)	0.032
COc1ccc([C@H]2/C=C\CN(Cc3ccc(N(C)C)cc3)[C@@H](C)C(=O)N2Cc2ccc(F)cc2)cc1	-0.31
O=C(CSc1nc2c(cnn2-c2ccc(F)cc2)c(=O)[nH]1)N1N=C(c2cccs2)CC1c1ccc(F)cc1 (centres undefined)	2.1
CCOC(=O)CSc1ncc(OC)c(Sc2ccc(OC)cc2)n1	1.1
CCCCC1=CC2=CC(=O)C(C)(OC(=O)CC)C(=O)C2=CO1 (centres undefined)	0.35
CCO[C@H]1OC(C(=O)NC2CC2)=C[C@@H](c2ccc(Br)cc2)[C@@H]1CCCO	-0.31
CC(C)(C)c1ccc(C(=O)N2CCC(=O)N(C(CO)Cc3ccccc3)CC2)cc1 (centres undefined)	0.021
CC1CCC(NC(=O)N(CCCl)N=O)CC1 (centres undefined)	-1.1

Single entries from above.
CN1CCN(C(=O)C2=C[C@H](c3csc4ccccc34)C[C@H](OCCCCO)O2)CC1 @ hDAT+cocaine = 1.5
COc1cc(CC2COC(c3ccc(O)c(OC)c3)C2COC(C)=O)ccc1O (centres undefined) @ hDAT+cocaine = 0.032
CC(C)(C)c1ccc(C(=O)N2CCC(=O)N(C(CO)Cc3ccccc3)CC2)cc1 (centres undefined) @ hDAT+cocaine = 0.021
COc1ccc([C@H]2/C=C\CN(Cc3ccc(N(C)C)cc3)[C@@H](C)C(=O)N2Cc2ccc(F)cc2)cc1 @ hDAT+cocaine = -0.31
NC(=Nc1ccccc1)NC(=O)c1nc(Cl)c(N)nc1N @ hDAT+cocaine = -0.11
CC1CCC(NC(=O)N(CCCl)N=O)CC1 (centres undefined) @ hDAT+cocaine = -1.1

Other compounds follow.
SMILES	hDAT+cocaine
CC[C@@H](C)[C@H](NC(=O)OCc1ccccc1)c1nnc([C@@H](NC(=O)OCc2ccccc2)[C@@H](C)CC)o1	-0.23
COc1ccccc1CN1[C@@H](CC(=O)O)c2cc(F)ccc2S1(=O)=O	-0.81
COc1ccc2cc3c(N)nn(C(=O)C4CCC(C(C)(C)C)CC4)c3nc2c1 (centres undefined)	-0.22
O=C(C1=C[C@H](c2ccc3c(c2)OCO3)C[C@H](OCCCCO)O1)N1CCOCC1	0.11
Nc1nc(SCC(=O)NCC2CCCO2)[nH]c(=O)c1NC(=O)c1ccco1 (centres undefined)	-1.7
CCCn1cc(SCC(N)=O)c2ccccc21	-0.82
CC1(C)C=Cc2cc(-c3coc4cc(O)cc(O)c4c3=O)cc(O)c2O1	1.1
Cc1cc(C)c(S(C)(=O)=O)c(Oc2cccc(Cl)c2)n1	0.4
O=c1c2ccccc2oc2cc(C#CC3(O)CCCCC3)ccc12	2.2*
CCO[C@@H]1OC(C(=O)Nc2ccccc2)=C[C@H](c2csc3ccccc23)[C@H]1CCCO	-0.38
COc1ccc(OC)c(C2=NOC(C(=O)Nc3c(C)n(C)n(-c4ccccc4)c3=O)C2)c1 (centres undefined)	-0.0047
COCCCNc1nc2c(-c3cccc(C)c3)nnn2c2ccccc12	-0.24
COC(=O)C1=C(C(=O)OC)[C@@H]2Nc3ccccc3[C@@]23C[C@@H](C(=O)OC)N(C(=O)c2ccco2)C3=N1	-1.1
O=C(/C=C/c1ccc(O)cc1)c1ccc(O)cc1O	0.6
CC(C)CCNC(=O)c1c(CSc2ccc(Cl)cc2)noc1C(=O)NCc1ccccc1	0.23
C#CCOCCOCCOCCNc1nc(N2CCN(C(=O)[C@H](CCCCN)n3cc(C(N)CC(C)C)nn3)CC2)nc(N2CCN(C(=O)[C@H](CCC(=O)O)n3cc(C(N)[C@H](C)CC)nn3)CC2)n1 (some centres undefined)	1.7
NCCCC[C@H](NC(=O)C1CCNCC1)c1nnc([C@@H](N)Cc2ccc(O)cc2)o1	0.059
COC(=O)CCC(=O)OC1(C)C(=O)C=C2C=C(C3CC3)N(CC3CC3)C=C2C1=O (centres undefined)	-0.8

An excerpt, so the mix of outcomes need not match the whole.
